Screens: PubChem BioAssay, National Center for Advancing Translational Sciences (NCATS)
KDM5B inhibitor: Primary screen for KDM5B Histone Demethylases FDH-coupled qHTS. Lysine-specific demethylase 5B (Homo sapiens), Q9UGL1. KDM5B demethylase, FDH-coupled NADH fluorescence (FDH is formaldehyde dehydrogenase). Potency, µM (titrated, usually from 57.7 µM), without a hit: top-dose activity change, negative = inhibition, actives largely listed as inhibitors. hit rate 2.6% among 220,000; active = well fitted inhibition curve with a large enough effect; inconclusive = small, poorly fitted or top-dose-only effect; inactive = no such curve, though single readings can be large or run the other way; note: 0% is about no effect; nearly all actives have a fitted effect of over 70% in size
Target sequence (Q9UGL1 whole entry, looked up): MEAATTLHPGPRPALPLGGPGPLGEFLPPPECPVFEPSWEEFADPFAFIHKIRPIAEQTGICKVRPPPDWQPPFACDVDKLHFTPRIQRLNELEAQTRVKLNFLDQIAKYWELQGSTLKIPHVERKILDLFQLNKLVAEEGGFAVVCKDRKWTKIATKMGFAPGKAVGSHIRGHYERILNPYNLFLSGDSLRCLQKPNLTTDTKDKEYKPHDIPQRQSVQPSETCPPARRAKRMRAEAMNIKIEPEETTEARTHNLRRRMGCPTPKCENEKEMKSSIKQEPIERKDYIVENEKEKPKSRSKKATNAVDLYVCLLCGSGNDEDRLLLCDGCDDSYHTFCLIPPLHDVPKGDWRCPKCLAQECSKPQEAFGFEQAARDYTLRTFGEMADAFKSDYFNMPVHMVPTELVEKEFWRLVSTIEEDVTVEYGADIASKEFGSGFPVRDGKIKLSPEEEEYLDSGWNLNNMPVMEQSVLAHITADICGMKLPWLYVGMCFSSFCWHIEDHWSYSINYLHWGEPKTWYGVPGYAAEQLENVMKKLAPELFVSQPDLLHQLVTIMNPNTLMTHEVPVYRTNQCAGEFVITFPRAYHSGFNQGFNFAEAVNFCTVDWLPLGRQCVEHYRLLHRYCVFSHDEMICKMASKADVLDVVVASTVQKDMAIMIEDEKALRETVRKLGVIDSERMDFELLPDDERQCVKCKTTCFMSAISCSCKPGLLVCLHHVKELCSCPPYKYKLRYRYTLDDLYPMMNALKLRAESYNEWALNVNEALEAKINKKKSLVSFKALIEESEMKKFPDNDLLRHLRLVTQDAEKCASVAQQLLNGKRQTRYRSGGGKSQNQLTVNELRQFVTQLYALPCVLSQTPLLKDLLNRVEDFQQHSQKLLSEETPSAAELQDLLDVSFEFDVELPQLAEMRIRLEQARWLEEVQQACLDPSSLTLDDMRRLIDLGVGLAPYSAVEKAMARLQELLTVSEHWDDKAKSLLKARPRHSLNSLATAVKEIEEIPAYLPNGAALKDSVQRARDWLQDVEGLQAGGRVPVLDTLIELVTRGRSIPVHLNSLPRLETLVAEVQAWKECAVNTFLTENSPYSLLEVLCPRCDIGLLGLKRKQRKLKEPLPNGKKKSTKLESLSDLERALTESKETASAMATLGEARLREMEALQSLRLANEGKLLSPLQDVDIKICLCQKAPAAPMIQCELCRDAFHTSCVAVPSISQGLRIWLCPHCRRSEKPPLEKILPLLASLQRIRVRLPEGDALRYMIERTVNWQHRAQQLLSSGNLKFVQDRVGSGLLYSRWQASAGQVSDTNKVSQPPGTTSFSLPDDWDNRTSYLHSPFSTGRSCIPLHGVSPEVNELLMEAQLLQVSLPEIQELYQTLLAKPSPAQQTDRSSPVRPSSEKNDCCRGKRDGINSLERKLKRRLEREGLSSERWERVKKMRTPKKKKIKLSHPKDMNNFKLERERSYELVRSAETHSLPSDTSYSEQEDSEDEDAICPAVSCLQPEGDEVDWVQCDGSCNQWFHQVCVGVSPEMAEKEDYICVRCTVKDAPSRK
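Coupled FDH/NAD⁺ fluorescence readout. KDM5BΔAP 200 nM final; compound titration, 10 min RT preincubation; substrate mix 12.5 µM H3K4me3, 25 µM 2-OG, 50 µM Fe(II), 100 µM ascorbate, 0.25 mM NAD⁺, 0.25 U/mL FDH; ΔRFU over 30 min.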
* marks the source's active call; other numbers are inactive results; i = inactive; ? = inconclusive; [ ] = dose if it differs, or a comment. Potency is the fitted concentration of half-maximal effect. These rows are one share of the data, so the mix of outcomes need not match the whole.

KDM5B inhibitor	SMILES
6%	COCCNC(=O)[C@@H]1C[C@H](Oc2ccccc2)CN1C(=O)c1ncoc1-c1cccc(C)c1
-55%	COc1ccc2[nH]cc(CCNC(=O)Nc3ccccc3)c2c1
i	COc1ccc2nc3c(cc2c1)c(NC(=O)CC(C)C)nn3CC(C)C
-17%	C=CCSc1nc2c(c(=O)[nH]c(=O)n2C)n1C(C)C
?	Cc1ccc(CN(Cc2ccco2)C(=O)c2ccc(Cl)cc2Cl)cc1
6%	COc1ccc(C2CC(=O)N(Cc3ccc(F)cc3)c3ccccc3S2)cc1OC (stereo not given)
-23%	Cc1cccc(CSc2ncccc2C(=O)O)c1
?	Cc1ccc(C)n1-c1c(C(=O)NCCN(C)C2CCCCC2)sc2ncccc12
-7%	COc1ccc2c(C)cc(SCC(=O)N(C)Cc3ccccc3)nc2c1
17%	NC(=O)C(Sc1ccccc1)c1ccccc1 (stereo not given)
?	CN1CCCN(C(=O)Cc2cccs2)c2ccccc21
-24%	CNc1[nH]c(=O)[nH]c(=O)c1N=Nc1cc(Cl)ccc1Cl
-2%	CCC(=O)N1CCc2cc(Br)cc(S(=O)(=O)CCC(=O)N3CCN(c4cccc(C)c4)C(C)C3)c21 (stereo not given)
?	CC(C)NS(=O)(=O)c1ccc(Cl)c(C(=O)NCc2ccc(-c3nc4ccccc4s3)o2)c1
-8%[86.2 µM]	O=C(O)CC1(CC(=O)N2CC[C@H]3COC(=O)N3c3cc(F)ccc3C2)CCCC1
-3%	Cc1ccc(CNC(=O)[C@@]23CCCC[C@H]2N(C)C(=O)CC3)cc1
-17%	COc1ccccc1CN(Cc1ccco1)c1cnc(S(C)(=O)=O)nc1C(=O)Nc1cc(C)ccc1C
-10%	O=C(CCc1c[nH]c2ccccc12)N1CCN(C(=O)C2CC2)CC1
-30%	Cc1oc(-c2ccccc2)nc1CC(=O)Nc1ccc(O)c2ccccc12
-24%[115 µM]	O=[S+]1([O-])NCC2(CCN(Cc3cccnc3)CC2)Oc2ncccc21

Three of the entries above in order of their number in KDM5B inhibitor, lowest first:
KDM5B inhibitor	SMILES
-30%	Cc1oc(-c2ccccc2)nc1CC(=O)Nc1ccc(O)c2ccccc12
-23%	Cc1cccc(CSc2ncccc2C(=O)O)c1
-10%	O=C(CCc1c[nH]c2ccccc12)N1CCN(C(=O)C2CC2)CC1

Further records follow.
KDM5B inhibitor	SMILES
?	N#Cc1cccc(CN2CC(CNc3ccccc3)C3(C2)CN(c2ccccc2)C3)c1 (stereo not given)
-3%	Cc1ccccc1C(=O)OC1CCN(C)CC1
-9%	CCOC(=O)C(C)Oc1ccc2c(=O)c(Oc3cccc(C)c3)c(C(F)(F)F)oc2c1 (stereo not given)
-20%	O=C(NC1CCCc2ccccc21)c1ccc2ncsc2c1 (stereo not given)
2%	CCOC(=O)C1=C(C)NC(=O)CC1C(=O)Nc1cc(Cl)cc(Cl)c1 (stereo not given)
7%	CC(C)=CC(=O)Nc1ccc(Br)cc1F
-1%	Cc1cccc(-n2c(Cc3cc(=O)[nH]c(=O)[nH]3)nnc2SCC(=O)c2ccccc2)c1
?	NC1CC(c2cc(NCCN3N=C(c4ccccc4)CCC3=O)ncn2)C1 (stereo not given)
?	CN(C)CCCn1c(N)c(S(=O)(=O)c2ccccc2)c2nc3ccccc3nc21
15%	O=C(Nc1cccc(F)c1)c1n[nH]c(=O)c2ccccc12
16%	Cc1cc(N2CCC(C(=O)Nc3ccc(F)cc3C)CC2)n2nc(C)c(-c3ccc(Cl)cc3)c2n1
-4%[86.2 µM]	COc1ccc(C(=O)NC[C@H]2Cn3c(-c4ccc(Cl)cc4)cnc3CO2)cc1
?	COc1ccc(C(=O)Nc2ccc3nc(SCC(=O)N4CCCc5ccccc54)sc3c2)cc1
?	Clc1ccccc1CNc1n[nH]c(-c2cccs2)n1
25%[149 µM]	C[S+](=O)([O-])N1CC2ON=C(C(=O)N3CCOCC3)C2C1 (stereo not given)
-16%	O=C(O)c1nccnc1C(=O)Nc1ccccc1-c1ccccc1
-10%	O=C(Cn1nc(N2CCN(c3ccccc3)CC2)ccc1=O)NCc1cccc(Cl)c1
-7%	O=C(NC1CCCC1)c1ccc(Br)c(S(=O)(=O)N2CCCCC2)c1
-4%	Cc1nc(C)c(CC(=O)N(Cc2ccccc2)Cc2scnc2C)s1
-10%	O=C(CC1CCOCC1)N1CCc2ccccc21

Other records:
KDM5B inhibitor	SMILES
4%	COc1ccc(S(=O)(=O)N2CCN(c3ccccc3F)CC2)cc1-c1nc(C(C)C)no1
28µM*	Cc1ccc(C(=O)N2CCN(c3nnc4cccc(C)n34)CC2)cc1F
-8%	CCOC(=O)c1c(C)[nH]c(C)c1S(=O)(=O)NCC(=O)NCc1cccc(Br)c1
-20%	Cc1cnc(C)c(-c2cc(O)c3c(c2)CN(C(=O)C2CCNC2)CCO3)n1 (stereo not given)
-9%	CCc1ccc(CNC(=O)[C@H]2CCC[C@H]2NC(=O)c2ccc(OC)cc2)cc1
23%	O=C(CCc1nc2ccccc2s1)NC1CCCCCC1
-27%	COc1cccc(NC(=O)c2sc(-n3nc(C)c(Cc4ccccc4Cl)c3C)nc2C)c1
11%	Cc1ccc(C(=O)N2CCC(c3nc4cc(C(F)(F)F)ccc4s3)CC2)cn1
-15%	COc1ccc(NCc2nc3scc(-c4cccs4)c3c(=O)[nH]2)cc1
-11%	COC(=O)[C@]12C[C@H](CC(=O)N3CCSCC3)C(=O)N(Cc3ccc(Cl)cc3Cl)C1=C[C@H](C(C)(C)C)O[C@@H]2C
14µM*	CC(C)(C)CNc1ccc(C(=O)N2CCC(CN3CCCC3=O)CC2)cn1
18%	CCOc1nc2ccccc2nc1N1CCC(C(N)=O)CC1
?	CC(=O)Nc1ccc(Nc2ncnc3c2c(-c2ccccc2)cn3-c2ccccc2)cc1
0%	COc1ccc(Cl)c(Cn2c(NCCN)nc3c2c(=O)n(C)c(=O)n3C)c1
-3%	CCOc1ncccc1C(=O)Nc1cc(S(=O)(=O)N(C)C)ccc1C
?	Nc1nccnc1C(=O)NCc1ccccn1
?	CCNc1nc(SCC(=O)NC(C)(C#N)C(C)C)nc2ccccc12 (stereo not given)
?	O=C(N1CCN(c2nc(-c3ccccc3)c3ccccc3n2)CC1)C(F)(F)F
?	CCOc1cc(CNC(=O)c2ccc3c(c2)N(C)C(=O)C2CCCCN32)ccc1OC (stereo not given)
-29%	Cc1ccc(NC(=O)Nc2c(NC3CCCCC3)c3ccccc3oc2=O)cc1

Structures listed above that bear a hit mark in KDM5B inhibitor:
KDM5B inhibitor	SMILES
28µM*	Cc1ccc(C(=O)N2CCN(c3nnc4cccc(C)n34)CC2)cc1F
14µM*	CC(C)(C)CNc1ccc(C(=O)N2CCC(CN3CCCC3=O)CC2)cn1

New compounds follow.
KDM5B inhibitor	SMILES
-9%	O=C(Nc1ccc(Br)cc1)c1cnc(-c2ccc(F)cc2)nc1-c1ccncc1
10%	O=C(NC1CCN(C(=O)c2cc(C3CC3)nc3ccccc23)CC1)C1CC1
-7%	O=C(NCC1CCCCC1)c1cccc(S(=O)(=O)N2CCCC2)c1
?	Cc1oc2c(c1C(=O)N1CCOCC1)CN(C(=O)c1ccnn1C)CC2
7%	CNC(=O)[C@H]1C[C@H](Oc2ccccc2)CN1C(=O)c1ccccn1
34%	C=CCNc1ncnc2c1CCN(C(=O)Cc1c[nH]c(=O)[nH]c1=O)CC2
15%	O=C(CCC1CCCCC1)Nc1ccc(I)cc1
22%[115 µM]	O=C(O)C1CCc2nnc(C3CCCN(S(=O)(=O)c4cccs4)C3)n21 (stereo not given)
-21%	CCn1ncc(N2CCCC(CC(=O)NCc3cccs3)C2)cc1=O (stereo not given)
-10%	CC(C)c1ccc(Nc2cc(C(=O)NC3CCCCC3)c3ccccc3n2)cc1
-20%	CCCn1c2ccccc2c2cnn(CC(=O)NCCc3ccc(OCC)c(OCC)c3)c(=O)c21
5%	CN(CC(=O)NC(C1CC1)C1CC1)c1ccccc1
-3%	CCn1c(C(=O)Nc2cc(C)cc(C)c2)cc2sc(Cl)cc21
26%	CSc1nc(N)nc(C(C)C)n1
-23%[115 µM]	CS(=O)(=O)N1CC2(CCN(Cc3cccc(C(N)=O)c3)CC2)Cc2ccccc21
17%	O=C(NCCNC(=O)c1ccc(F)cc1)c1ccc(F)cc1
?	CCNC(=O)NC(=O)CNc1ccccc1N(C)Cc1ccccc1
-4%	O=C(NC1CCCCC1)[C@@H]1C[C@@H](O)CN1C1CCN(C(=O)C2CCOCC2)CC1
?	Brc1csc(CN2CCc3nc(Nc4ccccc4)ncc3C2)c1
23%	Cc1ccc(NC(=O)C(C)C)cc1NC(=O)C1(C)CC1(Cl)Cl (stereo not given)

Looked up by compound from above:
KDM5B inhibitor	SMILES
7%	CNC(=O)[C@H]1C[C@H](Oc2ccccc2)CN1C(=O)c1ccccn1
-30%	Cc1oc(-c2ccccc2)nc1CC(=O)Nc1ccc(O)c2ccccc12
17%	O=C(NCCNC(=O)c1ccc(F)cc1)c1ccc(F)cc1
?	CC(=O)Nc1ccc(Nc2ncnc3c2c(-c2ccccc2)cn3-c2ccccc2)cc1

Additional records.
KDM5B inhibitor	SMILES
-6%	CS(=O)(=O)N1CCC2(CC1)SCC(=O)N2c1ccccc1
-17%	Cc1ccc(C(=O)N2CCC(N3C(=O)C4(CCCC4)C3c3ccccc3)CC2)s1 (stereo not given)
?	CCN1CC(C(=O)NCc2ccc(-c3ccc(F)cc3)o2)CCC1=O (stereo not given)
15%	COc1ccc(C(=O)N[C@@H]2CCC[C@@H]2C(=O)NCCc2cccs2)cc1
7%	CNC(=O)N1C[C@@H](CN(C)C)[C@H](NC(=O)c2cc(C)cc(C)c2)C1
4%	COc1ccc(CCNC(=O)c2cn(C)c3ccc(S(=O)(=O)N4CCOCC4)cc3c2=O)cc1OC
-10%[86.2 µM]	COc1ccc2c(c1)nc1n2[C@@H](CNC2CCN(C(C)=O)CC2)COC1
14%	COC1C(=O)N(C2CCN(S(=O)(=O)Cc3ccccc3F)CC2)C12CCOCC2 (stereo not given)
22%	Cc1ccc(C(=O)NC2CC(C)(C)NC(C)(C)C2)cc1C
1%	CC(C)CCN(CC(=O)NC(N)=O)C1CC1
10%	COC(=O)c1ccc(C)c(NC(=O)CN(c2cc(C(F)(F)F)ccc2Cl)S(C)(=O)=O)c1
4%	O=C(CSc1n[nH]c(-c2ccccc2F)n1)Nc1ccc2c(c1)OCCCO2
-28%	O=C(NCCCc1ccccc1F)[C@@]12CNC[C@@H]1CN(Cc1ccccc1)C2
-9%	COc1ccc(/C=C/C(=O)NCC(=O)N=Nc2c(O)[nH]c3ccc([N+](=O)[O-])cc23)cc1
24%	CCCCC(=O)Nc1ccc(C)cc1NC(=O)c1ccc(CN(C)C)o1
29%	Cc1cnc(C(=O)N2CCC(N3C(=O)C(O)C34CCCCC4)CC2)cn1 (stereo not given)
-9%	COCCN(C(=O)CNC(=O)c1ccco1)C(C(=O)NC1CCCCC1)c1cccnc1 (stereo not given)
26%	COc1cccc(CCC(=O)N2CCC3(CC2)CC(O)CCO3)c1 (stereo not given)
10%	O=C(Cn1nc2c(cc1=O)CCCC2)NCCn1ccc2ccc(F)cc21
?	Cc1ccc2cc(C(=O)O)[nH]c2c1

Overlap with the part before: 2 entries, then new ones.
KDM5B inhibitor	SMILES
10%	O=C(Cn1nc2c(cc1=O)CCCC2)NCCn1ccc2ccc(F)cc21
?	Cc1ccc2cc(C(=O)O)[nH]c2c1
?	COc1ccc(C(=O)N2CC[C@H]3C(=O)NCCCCCCN(Cc4ccncc4)[C@@H]3C2)cc1
1%[86.2 µM]	CC(C)c1ccc(Nc2n[nH]c(C(O)c3ccccc3)n2)cc1 (stereo not given)
11%	COc1ccc(CCC(=O)OCC(=O)Nc2ccccc2OC(F)F)cc1OC
?	CC(C)(C)CN1CCNc2cc(Nc3ccccc3)ncc2C1
14%	CN(Cc1cccnc1)C1CN(S(=O)(=O)c2cn(C)cn2)C1
-18%[115 µM]	O=[S+]([O-])(c1ccncc1)c1nnn2c1nc(N1CCC(F)CC1)c1ccccc12
-9%	COCCC(=O)N1CC(F)(F)C[C@H]1c1nc(-c2cccnc2)no1
-2%	CCCCn1c(N)c(N(CC)C(=O)c2ccccc2C)c(=O)[nH]c1=O
?	COc1ccc(CCNCC(O)COc2cccc(Br)c2)cc1OC (stereo not given)
-44%	COCCNC(=O)c1cn2ccnc(-c3ccc(C)cc3)c2n1
24%	Cc1cccc(C)c1OC(=O)c1ccc(C#N)cc1
13%	COCCn1c(CO)nnc1C1CC(NC(=O)c2cccc(C)c2Cl)C1 (stereo not given)
-20%	Cn1nnnc1SCCCNCc1cc(Br)ccc1OCc1ccccc1
-4%	CN1CCN(CCCNC(=O)c2nc3ccccc3c(=O)[nH]2)CC1
-4%	O=c1c2oc3ccccc3c2n(Cc2ccccc2)c(=O)n1Cc1ccc2c(c1)OCO2
30%	COCCO[C@H]1C(=O)N(C2CCN(Cc3ccc(O)cc3)CC2)[C@H]1c1ccncc1
-24%	COc1ccccc1-c1ccc(NC(C)c2cn(C)nc2C)nn1 (stereo not given)
-6%	COCC1CN(C(C)=O)CC12CCN(Cc1ccccc1C)CC2 (stereo not given)
-4%	N#CCSc1nnc(-c2c[nH]c3ccccc23)n1C1CC1
6%	Cc1cccc(C(=O)NC(C(=O)N2CCOCC2)C2CCN(C(=O)c3ccc4c(c3)OCO4)CC2)c1 (stereo not given)
11%[115 µM]	O=C1NC(=NC2CCCC2)C2(CCCN(Cc3ccsc3)C2)N1c1cccnc1 (stereo not given)
-24%[86.2 µM]	CN1CCC(N2C[C@@H]3C[C@H]2C(=O)N(Cc2cccnc2)c2ccccc2O3)CC1
?	Cc1ccc(S(=O)(=O)c2cn(CC(=O)Nc3cccc(C)c3)c3cc4c(cc3c2=O)OCO4)cc1
